Screens: PubChem, National Center for Advancing Translational Sciences (NCATS)
GLP1R cytotox: qHTS of GLP-1 Receptor Inverse Agonists: Cytotox Screen; HEK293 cAMP-luciferase reporter cells, luminescence, 24 h; actives 0.13% (n = 410,000); Potency, µM (titrated, usually from 38.3 µM), for the others: at the highest dose activity change, negative = inhibition, actives largely listed as inhibitors;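 further: loss of luciferase light is scored as toxicity; potency means the concentration at half of the fitted maximal effect; on the % scale 0 is the no-effect control and ±100 the full control effect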
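1536-well qHTS counterscreen of the MLSMR; 200 cells/uL, 12 h pre-incubation, 23 nL cpd, 24 h at 37 deg C 5% CO2, luciferase detection reagent, 12 min RT, luminescence. Inhibition = undesired.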
D3 ag: qHTS of D3 Dopamine Receptor Agonist: qHTS; D(3) dopamine receptor (Homo sapiens), P35462; D3R DiscoveRx beta-arrestin cells, luminescence, 90 min; max activation, %; actives 0.58% (n = 410,000); AID 652048, 2013; in the data active means max activation above about 30%; further: 0% is about no effect; mostly tested at two doses, the higher about 12 µM
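Cells at 1500/well, incubated overnight, then treated with pinned compounds (dopamine as control) for 90 min at 37 degrees C. DiscoveRx reagent added for 30 - 60 minutes at room temperature; luminescence read.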
PTHR1 ag: qHTS for PTHR1 Agonists: Primary Screen | Parathyroid hormone/parathyroid hormone-related peptide receptor (Homo sapiens), Q03431 | HEK293 GP2 PTHR1 cells, GloSensor cAMP luminescence, 1 h | Potency, µM (series often up to 115 µM), for inactives: at the highest dose activation, usual class: activators | actives 0.075% (n = 410,000) | AID 743266, 2014; further: potency means the concentration at half of the fitted maximal effect; nearly all actives have a fitted effect of over 55% in size; some results filed as inactive show a strong effect at the top dose; inactives centre near -15; many of its hits are not listed in these tables
Target sequence (Q03431 whole entry, looked up): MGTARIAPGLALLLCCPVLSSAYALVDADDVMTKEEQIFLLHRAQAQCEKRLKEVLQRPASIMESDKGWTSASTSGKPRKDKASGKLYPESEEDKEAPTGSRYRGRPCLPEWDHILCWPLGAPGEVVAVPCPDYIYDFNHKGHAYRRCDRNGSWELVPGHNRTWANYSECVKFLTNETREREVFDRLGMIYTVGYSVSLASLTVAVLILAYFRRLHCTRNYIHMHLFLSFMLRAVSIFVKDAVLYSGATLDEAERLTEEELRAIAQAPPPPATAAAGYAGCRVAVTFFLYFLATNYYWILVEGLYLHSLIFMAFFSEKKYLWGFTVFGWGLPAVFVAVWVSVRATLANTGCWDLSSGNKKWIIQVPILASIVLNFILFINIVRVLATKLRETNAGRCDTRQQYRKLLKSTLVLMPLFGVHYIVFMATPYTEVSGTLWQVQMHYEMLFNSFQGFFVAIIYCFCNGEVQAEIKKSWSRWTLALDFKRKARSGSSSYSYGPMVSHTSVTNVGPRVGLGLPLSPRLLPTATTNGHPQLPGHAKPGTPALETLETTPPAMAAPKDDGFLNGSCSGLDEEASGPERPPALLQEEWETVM
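HEK-293-derived GP2 cells expressing PTHR1 and a GloSensor cAMP reporter, 3,000/well, plated overnight, given luciferin plus IBMX (each 0.5 mM as added) for 1 h at 37 °C, then compound for 1 h at 37 °C. Luminescence was read after 15 min at room temperature.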
aSyn yeast inh: qHTS of alpha-syn Inhibitors | actives 0.14% (n = 370,000) | Yeast expressing alpha-synuclein, growth rescue, BacTiter-Glo, 24 h | Potency, µM (series often up to 46.1 µM), for inactives: at the highest dose growth rescue (activation), hits mostly activators; further: potency means the concentration at half of the fitted maximal effect; % of control where 0% means no effect; nearly all actives have a fitted effect of over 65% in size
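Rescue of yeast growth: cells expressing toxic alpha-synuclein, induced in galactose at OD600 0.02, incubated with compound 24 h at 30 C. ATP luminescence quantified growth; inhibitors of toxicity appear as activators.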
KB-V1 MDR tox: qHTS assay for MDR1-selective chemotherapeutics: Primary screen using the drug-selected MDR subline cells KB-V1. KB-V1 MDR cells viability, CellTiter-Glo, 72 h. AID 1347076, 2019. Potency, µM (doses to about 46.1 µM), inactives show top-dose activity change, negative = cytotoxicity, usual class: cytotoxic. actives 3.4% (n = 400,000); further: potency means the concentration at half of the fitted maximal effect; on the % scale 0 is the no-effect control and ±100 the full control effect; nearly all actives have a fitted effect of over 60% in size
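Drug-selected KB-V1 cells, grown in DMEM lacking phenol red with 10% FBS, receive compound titrations; after three days at 37 degrees C, surviving cell ATP is quantified by CellTiter-Glo luminescence and responses normalized and curve-fitted.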
GLP-1R inv ag: qHTS of GLP-1 Receptor Inverse Agonists (Inhibition Mode) | Glucagon-like peptide 1 receptor (Homo sapiens), P43220 | Potency, µM (series often up to 38.3 µM), for the others: at the top dose activity change, negative = inhibition, hits mostly inhibitors | AID 624417, 2012 | HEK293 GLP-1R CRE-luciferase, luminescence, 24 h; GLP-1R form is constitutively active | actives 1.6% (n = 410,000); further: potency means the concentration at half of the fitted maximal effect; on the % scale 0 is the no-effect control and ±100 the full control effect; nearly all actives have a fitted effect of over 55% in size
Target sequence (P43220 whole entry, looked up): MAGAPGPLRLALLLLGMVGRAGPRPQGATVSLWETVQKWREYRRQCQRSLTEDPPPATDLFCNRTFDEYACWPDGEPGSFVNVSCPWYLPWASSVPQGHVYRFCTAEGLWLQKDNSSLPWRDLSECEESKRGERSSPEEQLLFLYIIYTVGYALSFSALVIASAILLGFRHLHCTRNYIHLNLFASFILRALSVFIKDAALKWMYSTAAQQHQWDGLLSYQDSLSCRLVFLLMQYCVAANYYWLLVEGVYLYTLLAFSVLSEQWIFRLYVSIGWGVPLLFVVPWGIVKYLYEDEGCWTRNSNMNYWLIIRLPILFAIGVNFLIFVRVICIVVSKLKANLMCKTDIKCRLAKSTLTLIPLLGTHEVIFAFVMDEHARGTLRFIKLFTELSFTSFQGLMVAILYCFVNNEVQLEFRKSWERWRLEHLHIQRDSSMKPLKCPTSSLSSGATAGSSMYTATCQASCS
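qHTS in 1536-well format: reporter HEK293 cells expressing constitutive GLP-1R activity in DMEM + 10% Nu serum, 24 hr with compounds at 37 deg C, luminescence read after 12 min with detection reagent.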
DRD3 antagonist: qHTS of D3 Dopamine Receptor Antagonist: qHTS; D3R cells, DiscoveRx beta-arrestin luminescence, antagonist mode; hits give low values; max response, negative = inhibition, %; actives 2.5% (n = 360,000); AID 652054, 2013; in the data active means max response below about -50%; inconclusive means no clear call, values can overlap the other calls; further: on the % scale 0 is the no-effect control and ±100 the full control effect; mostly tested at two doses, the higher about 12 µM
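Cells expressing the human receptor were seeded at 1500 cells/well, incubated overnight at 37 degrees C in 5% CO2, then exposed to library compounds with dopamine controls for 90 minutes at 37 degrees C before luminescent detection.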
TDP-43 yeast inh: qHTS of TDP-43 Inhibitors | TDP-43 expressing yeast growth rescue, BacTiter-Glo, 24 h | actives 1.8% (n = 410,000) | AID 652104, 2013 | Potency, µM (highest dose often 46.1 µM), inactives show at the top dose growth rescue (activation), actives largely listed as activators; further: potency means the concentration at half of the fitted maximal effect; % of control where 0% means no effect; nearly all actives have a fitted effect of over 50% in size
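Galactose-induced TDP-43 yeast, OD600=0.02, compound pinned; 24 hr, 30 deg C; BacTiter-Glo luminescence for growth. Inhibitors of TDP-43 toxicity read as activators.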
GLP-1R agonist: qHTS of GLP-1 Receptor Agonists | Glucagon-like peptide 1 receptor (Homo sapiens), P43220 | HEK293 GLP-1R CRE-luciferase, luminescence, 4-6 h; cells express a hypersensitive GLP-1R form | Potency, µM (doses to about 45.6 µM), inactives show at the top dose activation, most hits filed as activators | actives 0.007% (n = 380,000); further: potency means the concentration at half of the fitted maximal effect; % of control where 0% means no effect
Numbers without * were called inactive; i = inactive; u = inconclusive; x = no result given; & = joins results of further samples; [ ] = another dose, or the depositor's remark. Unless noted, the call rests on the fitted dose curve; in most records, active means well fitted curve in the direction sought with a large enough effect; inconclusive means small, poorly fitted or top-dose-only effect, or another doubt; inactive means no such curve, though single readings can be large; an effect the other way counts as inactive or inconclusive.

Second line of a record: GLP1R cytotox	D3 ag	PTHR1 ag	aSyn yeast inh	KB-V1 MDR tox	GLP-1R inv ag	DRD3 antagonist	TDP-43 yeast inh	GLP-1R agonist
Nc1nc(Br)c2ccccc2c1-c1ccc(F)cc1
 : 23%	-1	i	-5%	2%	2%	-24	-15%	-1%
Cc1ccc(C(C(=O)NC2CCCCC2)N2CCN(C(=O)c3ccco3)CC2)cc1 (stereo not drawn)
 : -25%	-2	i	3%	-15%	-5%	-7	21%	9%
CC(=O)c1cccc(NC(=O)COc2cc(C)on2)c1
 : -8%	0	i	-3%	-6%	2%	2	18%	9%
COc1ccc(S(=O)(=O)N2CC(=O)Nc3ccccc32)cc1
 : 17%	-1	-50%[inhibitor]	-3%	24%	-9%	1	-1%	5%
COCCCNC(=O)Cn1nc(-c2cccc(OC)c2)ccc1=O
 : -12%	2	-4%	-3%	2%	5%	0	10%	-5%
O=C(Cc1csc(-c2ccc(Cl)cc2)n1)Nc1cccc(S(=O)(=O)NC2=NCCC2)c1
 : -6%	-13	-8%	-3%[1.84 µM]	24%	-30%	-20	-14%	-5%
CCOC(=O)N1CCN(C(=O)CCN2C(=O)c3ccccc3S2(=O)=O)CC1
 : 2%	11	0%	1%	19%	-9%	7	-10%	13%
CCOC(=O)C1=C(NC(=S)NC(=O)c2ccccc2)c2ccccc2CC1(C)C
 : -25%	1	7%[57.5 µM]	-13%	0%	u	-15	16%	-12%
O=[N+]([O-])c1ccccc1-c1ccc(C(=S)N2CCN(c3ccccc3)CC2)o1
 : -1%	-11	-5%	-7%	-3%	-28%	u	13%	11%
COC(=O)c1cccc(S(=O)(=O)N2CCN(c3nc4ccccc4s3)CC2)c1
 : -3%	6	i	1%	3%	12%	-68*	-4%	-6%
c1ccc(-c2n[nH]c(-c3ccccn3)n2)nc1
 : 2%&-5%	-33&4	-6%&-18%	-1%&-8%	u	0%&-13%	7&-22	-20%	-3%&-2%
Cc1cc(Cl)c(OCCCN2CCCCC2)c(Br)c1
 : 9%	-25	-24%	-1%	-11%	u	-2	-5%	0%
CN1/C(=C\C(=O)C[n+]2ccc3ccccc3c2)C(C)(C)c2ccccc21
 : -29%	-8	-33%	-2%	19%	u	7	-11%	-1%
O=C(c1ccc(F)cc1)N1CCC(C(=O)N(Cc2ccccc2)c2ccccc2)CC1
 : 4%	-1	-20%	10%	-7%	u	-1	u	2%
CCOc1ccccc1C(=O)Nc1nn[nH]n1
 : 8%	7	-3%	8%	23%	u	0	-13%	0%
COc1ccc(CNC(=O)CN(C)S(=O)(=O)c2ccc3c(c2)OCCO3)cc1OC
 : -22%	-3	-41%[inhibitor]	4%	8%	1%	3	11%	11%
COc1ccc(CCNC(=O)COC(=O)CNS(=O)(=O)c2ccc(SC)c([N+](=O)[O-])c2)cc1
 : 2%	-7	20%	3%	u	20%	13	6%	2%
O=C1CN(S(=O)(=O)c2cccc(Br)c2)CCN1
 : -13%	6	i	-2%	18%	1%	-1	-18%	12%
CC(C)c1ccc(NC(=O)CS(=O)(=O)c2cccc3nsnc23)cc1
 : -9%	-2	-33%[inhibitor]	u	-26%	u	x	25µM*	6%
O=C(c1ccccc1)N1CCN(Cc2ccc3c(c2)OCO3)CC1
 : 0%	-25	-20%	-13%	4%	-13%	-78*	-10%	13%
COc1cc(Cl)ccc1OCc1cc(C(=O)N2CCCCCCC2)no1
 : 3%	-1	i	0%	u	9%	-2	3%	-4%
O=C(NC1CCCC1)c1cccc2c1C(=O)c1ccc(/C=C/c3ccccc3)cc1S2(=O)=O
 : 8%	8	i	1%	-4%	11%	22	9%	6%
COc1cccc(CN2CCNC(=O)C2CC(=O)NCCCN2CCCC2=O)c1 (stereo not drawn)
 : 9%	-2	u	5%	u	13%	12	14%	-4%
COc1ccc(/C=N/NC(=O)c2cc(C(C)(C)C)[nH]n2)cc1COc1ccc(F)cc1F
 : u	-11	-28%	15%	u	6.3µM*	-27	-1%	-6%
O=C(O)C(Cc1ccccc1)N1C(=O)C2C3CCC(C3)C2C1=O (stereo not drawn)
 : 12%	-7	-11%	-4%	-6%	-6%	11	17%	-4%
CCCc1cc(=O)[nH]c(SCC(=O)NC(=O)NC2CCCC2)n1
 : -17%	1	-23%	-6%	4.1µM*	-5%	26	11%	-9%
COc1ccc(S(=O)(=O)N2CCSC2C)cc1C (stereo not drawn)
 : -2%	-2	i	15%	-6%	-6%	-26	12%	-3%
Cc1ccc([N+](=O)[O-])cc1-c1ccc(/C=C(\C#N)c2[nH]nc(N)c2C#N)o1
 : u	-4	-1%	-1%	0%	u	8	8%	20%
COc1ccc2c3c([nH]c2c1)C1CC2C(CC(O)C(OC)C2CO)CN1CC3 (stereo not drawn)
 : 3%	6	i	0%	-20%	-8%	28	10%	-4%
Cc1cn(C)c(CC(=O)N2CCN(c3cccc(Cl)c3)CC2)c1C(=O)O
 : 1%	-11	i	x	-6%	5%	x	13%	x

The list goes on.
Second line of a record: GLP1R cytotox	D3 ag	PTHR1 ag	aSyn yeast inh	KB-V1 MDR tox	GLP-1R inv ag	DRD3 antagonist	TDP-43 yeast inh	GLP-1R agonist
O=C(NC1CCCCC1)C1CCC(=O)N(C2CC2)C1 (stereo not drawn)
 : -11%	4	i	-1%	24%	1%	3	19%	10%
Cc1cc(C)n(CC(=O)N2CCCC(N3CCN(c4ccccc4C)CC3)C2)n1 (stereo not drawn)
 : -3%	-27	-68%[inhibitor]	-2%	-26%	-25%	0	-15%	2%
Cc1cn(C)c(CC(=O)NCc2cccc(Cl)c2)c1C(=O)O
 : 11%	1	i	x	u	3%	x	15%	x
CCOC(=O)c1c(NC(=O)CSc2nnc(-c3cccnc3)o2)sc2c1CCC2
 : 2%	1	-5%[57.5 µM]	1%	10%	3%	48	-13%	-9%
COc1ccc2ccc3c(c2c1)N=C[C@]1(O3)N(C)c2ccccc2C1(C)C
 : u	-2	-8%[57.5 µM]	12%	u	u	-70*	10%	-9%
CCOc1ccc(S(=O)(=O)Nc2cc3c(C(=O)OCc4ccccc4)c(C)oc3c3ccccc23)cc1
 : 11%	-8	-22%	x	u	-14%	x	12%	x
COc1ccc(CCNC(=O)c2ccccc2NC(=O)c2ccco2)cc1OC
 : -24%	3	-16%[57.5 µM]	4%	1%	-23%	25	8%	5%
O=C(Nc1ccccc1)c1cc(C2CCCN(C(=O)c3ccccc3)C2)on1 (stereo not drawn)
 : -26%	0	-34%[inhibitor]	5%	-5%	16%	3	0%	10%
O=c1c2c(-c3ccc([N+](=O)[O-])cc3)csc2nc2n1CCC2
 : 17%	-3	-10%[57.5 µM]	0%	-7%	18%	11	-2%	10%
CCOc1ccccc1C1C(C(=O)Nc2ccccc2)=C(C)Nc2c(C(=O)Nc3ccc(F)cc3)cnn21 (stereo not drawn)
 : 6%	5	-26%	x	-6%	u	x	13%	x
CC(=O)c1cccc(OCc2cc(C(=O)N(C)C(C)c3ccccn3)no2)c1 (stereo not drawn)
 : -13%	1	-41%[inhibitor]	0%	u	-15%	-6	2%	0%
O=C(OCC(=O)c1c[nH]c2ccccc12)c1cc(S(=O)(=O)N2CCOCC2)ccc1F
 : -25%	-1	-33%[inhibitor]	-6%	14%	5%	4	24%	3%
CCC1(C)NC(=O)N(/N=C/c2ccc(C)s2)C1=O (stereo not drawn)
 : -5%	3	i	4%	0%	26%	6	8%	15%
CCCCN(C)Cc1c(C)[nH]c2ccc(OCC)cc2c1=O
 : -11%	-1	-1%	1%	u	-17%	-9	27%	-2%

Arranged by length of the SMILES (rising): 3 of the compounds above
Second line of a record: GLP1R cytotox	D3 ag	PTHR1 ag	aSyn yeast inh	KB-V1 MDR tox	GLP-1R inv ag	DRD3 antagonist	TDP-43 yeast inh	GLP-1R agonist
CCOC(=O)c1c(NC(=O)CSc2nnc(-c3cccnc3)o2)sc2c1CCC2
 : 2%	1	-5%[57.5 µM]	1%	10%	3%	48	-13%	-9%
CCOc1ccc(S(=O)(=O)Nc2cc3c(C(=O)OCc4ccccc4)c(C)oc3c3ccccc23)cc1
 : 11%	-8	-22%	x	u	-14%	x	12%	x
CCOc1ccccc1C1C(C(=O)Nc2ccccc2)=C(C)Nc2c(C(=O)Nc3ccc(F)cc3)cnn21 (stereo not drawn)
 : 6%	5	-26%	x	-6%	u	x	13%	x

Of the compounds above, these contain a COOH group.
Second line of a record: GLP1R cytotox	D3 ag	PTHR1 ag	aSyn yeast inh	KB-V1 MDR tox	GLP-1R inv ag	DRD3 antagonist	TDP-43 yeast inh	GLP-1R agonist
O=C(O)C(Cc1ccccc1)N1C(=O)C2C3CCC(C3)C2C1=O (stereo not drawn)
 : 12%	-7	-11%	-4%	-6%	-6%	11	17%	-4%
Cc1cn(C)c(CC(=O)N2CCN(c3cccc(Cl)c3)CC2)c1C(=O)O
 : 1%	-11	i	x	-6%	5%	x	13%	x
Cc1cn(C)c(CC(=O)NCc2cccc(Cl)c2)c1C(=O)O
 : 11%	1	i	x	u	3%	x	15%	x

The list is partial, so the mix of outcomes need not match the whole.
